Assay outcomes: PubChem BioAssay, several laboratories
p47phox inh – blocks human p47phox regulatory protein of NADPH oxidases. p47phox/p22phox peptide binding, fluorescence polarization, 2 h. inhibition, % at 24.7 µM. 220,000 compounds, 0.53% hits;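 active = inhibition above about 30%, limit read from the data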;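 note: 0% = p47phox with labelled peptide and 100% = labelled peptide alone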
Target sequence (P14598 whole entry, looked up): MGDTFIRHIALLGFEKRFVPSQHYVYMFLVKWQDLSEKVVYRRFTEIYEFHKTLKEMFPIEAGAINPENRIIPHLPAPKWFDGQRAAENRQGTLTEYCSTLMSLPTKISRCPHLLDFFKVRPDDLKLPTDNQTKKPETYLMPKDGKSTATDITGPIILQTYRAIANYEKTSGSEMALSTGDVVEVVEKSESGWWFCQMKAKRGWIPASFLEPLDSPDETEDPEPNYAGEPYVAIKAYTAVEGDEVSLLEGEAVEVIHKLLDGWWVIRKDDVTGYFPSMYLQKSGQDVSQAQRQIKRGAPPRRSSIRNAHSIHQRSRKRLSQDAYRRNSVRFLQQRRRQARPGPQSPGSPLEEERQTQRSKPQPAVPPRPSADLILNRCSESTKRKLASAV
Mdm2 ligase inh – inhibitors of human Mdm2 E3 ubiquitin ligase; signal enhancement, % at 5 µM; cell-based MDM2 ubiquitination luciferase reporter, 2 h; 0 = plate control, 100 = twice control, blank-subtracted; 210,000 compounds, 0.11% hits;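 active = signal enhancement of 30% or more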;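 note: luminescence tracks abundance of the self-degrading MDM2-luciferase fusion protein; higher signal means inhibition of MDM2 E3 ligase activity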
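Assay system: stable mammalian line carrying autodegrading MDM2–luciferase fusion reporter; Input: 2000 cells in each well; Compound dosing: single-point 5 µM; Schedule: 2 h compound exposure at 37 °C; Signal: SteadyLite luciferase luminescence after 15 min room-temperature reagent incubation; Evaluation: % luminescence enhancement versus blank-corrected plate control mean; Benchmarks: plate controls and plate blanks.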
Tb hexokinase – blocks Trypanosoma brucei hexokinase 1 activity. inhibition, % at 10 µM. recombinant TbHK1, G6PDH-coupled NADH A340. 220,000 compounds, 0.11% hits;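 active = inhibition of 50% or more in the single-dose primary screen; inactive = inhibition below 50%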
Hck-Nef inh – inhibitors of human Hck kinase activated by Nef; inhibition, % at 20 µM; P08631; 220,000 compounds, 0.68% hits; Recombinant Hck-YEEI plus Nef, Z-Lyte FRET kinase assay;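 active = Hck-Nef kinase inhibition above about 50%, limit read from the data; inactive = inhibition below that limit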;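 note: 0% = DMSO with Hck plus Nef and 100% = Hck alone without Nef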
14-3-3 Bad PPI – disrupts binding of bovine 14-3-3 zeta to phospho-Bad peptide | TR-FRET 14-3-3zeta/Dy647-pBad peptide displacement, 1 h | inhibition, % at 21.7 µM | 220,000 compounds, 0.71% hits | AID 781;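 active = inhibition above about 70%, limit read from the data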;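 note: 0% = full 14-3-3 plus peptide FRET controls and 100% = background without 14-3-3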
Target sequence (P63103 whole entry, looked up): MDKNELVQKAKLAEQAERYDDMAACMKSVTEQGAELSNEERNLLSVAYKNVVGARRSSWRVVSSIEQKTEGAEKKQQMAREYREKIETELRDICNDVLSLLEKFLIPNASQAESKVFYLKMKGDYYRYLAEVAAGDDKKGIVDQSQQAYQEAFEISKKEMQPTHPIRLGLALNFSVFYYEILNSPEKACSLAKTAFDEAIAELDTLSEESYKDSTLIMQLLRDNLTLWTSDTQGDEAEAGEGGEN
EBV gp42 inh – EBV gp42 inhibition; Q1HVG2; Fluorescence polarization binding assay, mP read-out; inhibition, % (tested at 21.74 µM); 220,000 compounds, 0.42% hits; AID 1085; in the data active = inhibition above about 50%
Target sequence (Q1HVG2 whole entry, looked up): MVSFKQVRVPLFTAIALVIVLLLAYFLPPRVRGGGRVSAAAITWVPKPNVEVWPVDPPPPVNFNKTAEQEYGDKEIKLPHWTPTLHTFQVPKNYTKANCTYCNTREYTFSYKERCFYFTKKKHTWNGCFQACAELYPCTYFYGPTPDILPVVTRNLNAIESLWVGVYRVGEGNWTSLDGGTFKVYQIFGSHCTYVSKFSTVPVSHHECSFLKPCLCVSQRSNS
L929 necroptosis – L929 zVAD cell death inhibition. viability rescue, % at 10 µM. 220,000 compounds, 0.38% hits. L929 zVAD necroptosis rescue, ATP luminescence, 24 h; with zVAD 60 µM;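 active = activation, scaled between plate controls, above about 75%, limit read from the data; inactive = activation under that limit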;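 note: 0% = zVAD with DMSO and 100% = DMSO alone without zVAD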
Runt-CBFb FRET – inhibitors of human RUNX1 Runt domain binding to CBFb | Q01196+Q13951 | Cerulean-Runt/Venus-CBFb FRET ratio 530/480, 1 h | inhibition, % at 20 µM | 220,000 compounds, 0.46% hits | AID 1496;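 active = inhibition over about 50% at 20 µM in the single-dose screen, limit read from the data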;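 note: 0% = DMSO wells and 100% = excess unlabeled CBFb competitor control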
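Assay system: Cerulean-Runt domain / Medium: Tris 50 mM pH 7.5, KCl, K2SO4, 0.01% BSA / Timing: protein complex preformed 1 h, compound exposure 1 h, room temperature, dark / Measured by: FRET, excitation 422 nm, emission at 530 and 480 nm / Evaluation: loss of energy transfer signal / Control set: 5 µM unlabeled CBFb as full-inhibition high control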
Runt-SMMHC FRET – blocks binding of human RUNX1 Runt domain to CBFb-SMMHC. AID 1434. inhibition, % at 20 µM. 220,000 compounds, 0.74% hits. Cerulean-Runt/Venus-CBFb-SMMHC FRET ratio 530/480, 1 h. Q01196+Q13951;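 active = mean inhibition across duplicate retests at 20 µM reaching about 50%, limit read from the data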;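 note: 0% = DMSO wells and 100% = wells with excess untagged CBFb-SMMHC; inhibitors lower the FRET ratio by blocking Runt binding to CBFb-SMMHC; some results filed as inactive read as strong as hits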
An asterisk follows results filed as active; / = no result given; & = joins results of further samples; [ ] = dose if it differs, or a comment.

SMILES	p47phox inh	Mdm2 ligase inh	Tb hexokinase	Hck-Nef inh	14-3-3 Bad PPI	EBV gp42 inh	L929 necroptosis	Runt-CBFb FRET	Runt-SMMHC FRET
CCN(CC)C(=O)Oc1ccc(Br)cc1C(=O)Nc1ccc(F)cc1F	-8	-12	-7	7	-5	-13	0.9	0	2
CN(C)S(=O)(=O)c1ccc(NC(=O)CN2CCc3ccccc32)cc1	-5	/	-4	21	6	-2	0.3	1	2
O=C(Oc1coc(CSc2ncccn2)cc1=O)c1ccccc1[N+](=O)[O-]	4	-5	-2	31	5	-9	2.1	0	0
COC(=O)CSc1nc(N)c2c3c(sc2n1)CCCC3	-16	0	-2	-4	10	-13	-1.0	-1	0
O=c1c(-c2ccccc2)[n+]([O-])c2ccccc2n1O	-2	-16	1	2	38	-1	-0.1	14	-34
N#C/C(=C/c1ccccc1)C(=O)NCc1ccccc1	-2	-5	-3	5	-2	1	2.3	0	-1
COC(=O)CC1C(=O)NCCN1C(=O)OC(C)(C)C (configuration not stated)	0	-25	0	-1	1	-14	0.4	0	-8
O=C(C1CC1)N1CCN=C1SCc1ccccc1	-4	-18	9	-3	-5[fluorescence artefact?]	-2	2.4	1	2
CC(=O)c1cc(CN2C(=O)CCC2=O)cs1	-8	0	3	3	4[fluorescence artefact?]	-7	-0.3	2	-1
O=C(Cc1cccs1)NCc1cn2ccccc2n1	-6	0	2	3	8	-6	0.7	-1	0
O=C(Nc1cccc(O)c1)c1cc(S(=O)(=O)N2CCCC2)ccc1Cl	-5	-10	-6	3	1	-4	-0.6	-1	2
O=C(CNC(=O)OCc1ccccc1)Oc1cc2oc(=O)cc(-c3ccccc3)c2cc1Cl	-19	-5	-3	1	68	6	0.0	19	79*
COC(=O)C1=C(C)OC(N)=C(C#N)C1c1ccsc1 (configuration not stated)	-8	0	-22	-4	-10[fluorescence artefact?]	-12	/	-6	-6
COc1ccc(/C=C2\SC(N3CCc4ccccc4C3)=NC2=O)cc1	-65	-7	-13	13	-5	-2	0.9	-5	1
COC(=O)c1ccccc1NC(=O)CSc1n[nH]c(C)n1	-13	13	1	5	-11	-7	1.4	0	4
Cn1c(=O)n(C)c2cc(/C=N/NC(=O)c3cccc(Br)c3)ccc21	0	5	-32	4	-4	-5	0.6	0	-2
COc1ccc(NC(=O)N(Cc2cccs2)Cc2cc3cc4c(cc3[nH]c2=O)OCO4)cc1	-22	-1	-2	-2	-6	-9	2.6	-12	-18
COc1ccc(/C(C#N)=C/c2cccnc2)cc1	-11	/	-32	30	0	2	-0.2	0	-3
CC(=O)N1CCN(C(=O)CCc2nnc(CCCCc3ccccc3)o2)CC1	-1	11	-4	20	-10	-14	1.3	0	0
O=C(CSc1ccc(Cl)cc1)N/N=C/c1cccnc1	6	-13	6	17	2	-1	0.7	2	1
CC(Sc1nnc2ccccn12)C(=O)Nc1ccc2c(c1)OCO2 (configuration not stated)	-1	-9	-2	2	-7	-14	-0.8	-2	-1
COC(=O)c1onc(C(=O)c2ccccc2)c1C(=O)OC	0	-15	-7	7	-6	-13	0.3	-1	0
Cn1c2c(c(=O)[nH]c1=O)C(c1ccc(O)cc1)C1=C(N2)c2ccccc2C1=O (configuration not stated)	0	-15	-6	27	2	-13	21	-1	-5
Cn1c(=N)c(S(=O)(=O)c2ccccc2)cc2c(=O)n3ccccc3nc21	6	-5	-11	17	-3	7	-0.1	47	62*
COc1ccc(C2C3=C(CC(C)(C)CC3=O)Nc3c2c(=O)[nH]c2nc(C)nn32)cc1 (configuration not stated)	2	-25	-10	4	2	3	0.2	87*	135*
Fc1ccc(/C=N/N2CCOCC2)c(F)c1	-8	-5	9	-25	-2	0	-0.7	1	0
CCCOc1cccc(C(=O)O)c1	4	-24	-3	-3	1	-15	1.9	1	1
O=S(=O)(N1CCOCC1)n1c(Cc2ccccc2)nc2ccccc21	-15	0	-6	1	4	-11	-0.5	-95	-6
CC(=O)Nc1ccc(Nc2ncc([N+](=O)[O-])c(Nc3ccc(NC(C)=O)cc3)n2)cc1	-12	-11	-7	9	/	-9	90*	-9	1
COc1ccc(-c2nnc(SCC(=O)NC(C)C)n2CC2CCCO2)cc1OC (configuration not stated)	1	-17	-2	-5	1	-7	1.0	-3	-7
COc1cc(NC(=S)Nc2cccnc2)cc(OC)c1OC	-3	-5	1	-2	7	-25	-0.2	8	-2
CCOC(=O)CN1NC2(CCCC(C)C2)NC1=S (configuration not stated)	-8	-3	-5	1	0	-3	0.0	51*	32
CC(=C\C(=O)O)/C(=C/c1ccccc1)C(=O)O	-19	-6	-3	-1	-2	-20	0.2	4	-2
CN(C)c1ccnc2c[cH-]cc12.[Fe].c1ccc(-[c-]2[c-](-c3ccccc3)[c-](-c3ccccc3)[c-](-c3ccccc3)[c-]2-c2ccccc2)cc1 (configuration not stated)	90*	-7&-17	9&7	16&25	50&49	-2&-6	1.7&3.8	1	7
Cc1ccc(S(=O)(=O)N(C)C)cc1NC(=S)NC(=O)C12CC3CC(CC(C3)C1)C2	-8	-1	-7	3	-10	-3	0.4	4	2
Cc1cccc(NC(=S)NCCSc2ccc(Cl)cc2)c1	-3	-2	4	19	-9	-18	0.4	-2	1
O=C(Nc1ncc(Cc2ccc(Cl)cc2Cl)s1)c1ccc([N+](=O)[O-])cc1	-1	2	20	2	-21	4	0.5	0	0
COc1ccc(Cl)cc1NC(=S)NCc1ccc(S(N)(=O)=O)cc1	-18	7	-2	1	-10	19	1.0	2	4
CC(C)[C@H](CO)N(Cc1cccc(F)c1)c1nc(Nc2cccc(Cl)c2)c2ncn(C(C)C)c2n1	-21	13	-31	68*	1	-34	0.1	2	3
COc1cc(-n2c(C)nc3cc(C(=O)NCCN4CCOCC4)ccc32)cc(OC)c1OC	-12	-8	1	2	9	0	1.1	1	-1
O=S(=O)(Nc1ccc(-c2csc(-c3ccccc3)n2)cc1)c1ccc(F)cc1	-12	0	7	4	-8	-1	0.7	1	1
CCOc1ccc(NC(=O)CSC2=C(C#N)C(c3ccc4c(c3)OCO4)CC(=O)N2)cc1 (configuration not stated)	-15	-8	-3	3	-17	-8	0.8	-1	0
COc1ccc(OC(C)C(=O)Nc2ccc(F)cc2F)cc1 (configuration not stated)	-4	-9	-2	19	-2	-19	1.2	0	3
CCC(C)(C)n1nnnc1C(c1ccc2ncccc2c1)N1CCN(Cc2ccc3c(c2)OCO3)CC1 (configuration not stated)	-5	-15	-12	2	-10[fluorescence artefact?]	-8	-0.7	-3	-1
CC(C)(C)NS(=O)(=O)c1ccc(CCC(=O)NCc2ccc3c(c2)OCO3)cc1	-8	-4	7	7	-6	-11	-0.3	-4	1
N#CCC1c2ccccc2CCN1C(=O)Nc1cccc(C(F)(F)F)c1 (configuration not stated)	-4	-18	-5	1	-1	11	1.8	8	-1
Cc1cc(C)nc(N2CCCC(C(=O)NCc3ccc4c(c3)OCO4)C2)n1 (configuration not stated)	5	-14	-7	17	-2	-3	0.1	2	-6
O=C1CCCN1CCCNS(=O)(=O)c1cccc(F)c1	-19	-6	-11	25	-14	-7	2.2	0	-3
Cc1cc(NC(=O)CCC(=O)N(Cc2cccs2)C(C(=O)NC2CCCC2)c2ccccc2)no1 (configuration not stated)	1	8	8	9	0	3	0.1	-5	-1
Cc1[nH]nc(N)c1-c1ccc(Cl)cc1	-5	-13	1	18	-1	-4	0.3	-2	2
COc1ccc([C@@H]2C[C@@H](c3ccccc3)Oc3cc(OC)cc(OC)c32)cc1	-7	-11	-8	21	-8	-5	0.0	2	3
COC(=O)c1cnn2c(C(F)(F)F)cc(-c3ccco3)nc12	-10	-8	-19	7	-6[fluorescence artefact?]	-8	-0.4	13	43
CC(C)(C)c1ccc(NNC(=O)C2CCC2)cc1	-10	-5	5	3	-1	-13	-0.8	-1	0
CCN(CC)CCCNC(=S)N(Cc1cccnc1)Cc1cc2cccc(C)c2[nH]c1=O	6	6	-17	4	-1	-8	-0.3	-2	1
O=C(Nc1ccc(-n2cccc2)cc1)C1CC1	-3	-10	-10	18	-13	3	7.8	0	2
CC(NC(=O)C(=O)NN=C1CCCCCCCCCCC1)c1ccccc1 (configuration not stated)	1	-3	1	1	3	-20	0.1	1	3
CC(C)C(C)NC(=O)COc1ncnc2ccccc12 (configuration not stated)	-8	12	0	3	-3	-32	-0.4	3	-1
CCCCSc1nc(C)c(CC(=O)O)c(=O)[nH]1	-5	-9	8	-3	-3[fluorescence artefact?]	-5	2.7	-1	3
COc1ccccc1NC(=S)N1CCN(Cc2ccccc2)CC1	-2	-11	27	1	-8	-27	0.9	0	-6
O=[N+]([O-])c1ccc(NCCNCCOc2nonc2-c2ccccc2)c([N+](=O)[O-])c1	-10	-13	-12	23	-2	-15	-0.3	-1	-7

The last five entries of the part before come first, to join the parts:
SMILES	p47phox inh	Mdm2 ligase inh	Tb hexokinase	Hck-Nef inh	14-3-3 Bad PPI	EBV gp42 inh	L929 necroptosis	Runt-CBFb FRET	Runt-SMMHC FRET
CC(NC(=O)C(=O)NN=C1CCCCCCCCCCC1)c1ccccc1 (configuration not stated)	1	-3	1	1	3	-20	0.1	1	3
CC(C)C(C)NC(=O)COc1ncnc2ccccc12 (configuration not stated)	-8	12	0	3	-3	-32	-0.4	3	-1
CCCCSc1nc(C)c(CC(=O)O)c(=O)[nH]1	-5	-9	8	-3	-3[fluorescence artefact?]	-5	2.7	-1	3
COc1ccccc1NC(=S)N1CCN(Cc2ccccc2)CC1	-2	-11	27	1	-8	-27	0.9	0	-6
O=[N+]([O-])c1ccc(NCCNCCOc2nonc2-c2ccccc2)c([N+](=O)[O-])c1	-10	-13	-12	23	-2	-15	-0.3	-1	-7
CN(CC1CCOCC1)C(=O)CC1C(=O)NCCN1Cc1ccc(-c2ccccc2)cc1 (configuration not stated)	-10	-7	-5	3	-1	6	-0.5	-3	-2
N#C/C(=C\c1c(Cl)cccc1Cl)c1nc2ccccc2o1	-12	-16	-8	6	-1	-7	-0.3	5	4
O=C1CN(C(=O)CSc2nnc(Nc3ccccc3)s2)c2ccccc2N1	-20	-12	26	5	-5[fluorescence artefact?]	-24	1.0	2	0
CC(C)CNc1nc(=S)nc(N(C)C)[nH]1	2	-15	4	-1	-8[fluorescence artefact?]	3	0.6	-1	3
COc1cc(-c2nnc(SCC(=O)N3c4ccccc4Sc4ccccc43)o2)cc(OC)c1OC	-16	/	-12	12	-2	-3	1.1	-2	-13
COc1ccc(-n2nnnc2SCC(=O)NC(=O)Nc2ccc3c(c2)OCCO3)cc1	-20	-11	-8	0	-15	-12	0.9	1	0
O=S(=O)(c1ccccc1)N1CCN(CC2CC3C=CC2C3)CC1 (configuration not stated)	-2	-19	-1	-6	6	-12	0.5	2	0
